Screens deposited in PubChem by National Center for Advancing Translational Sciences (NCATS).
Nrf2 block = blocks Nrf2 signaling | Potency, µM (highest dose often 46 µM), inactives show at the highest dose activity change, negative = inhibition, most hits filed as inhibitors | 360,000 tested, 2.1% active | A549 ARE-Fluc reporter, luciferase luminescence, 18-24 h | AID 504444; also: % is scaled to controls: 0 for no effect and ±100 for the full control effect; nearly all actives have a fitted effect of over 60% in size
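Nrf2 activity is the BugLite luminescence, read 15 min after reagent at room temperature, following CellTiter-Fluor cytotoxicity readout (30 min, 37C). Compound titrations were applied for 18-24 h to 5000 A549 ARE_Fluc cells/well in 5% FBS OPTI-MEM.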
Nrf2 ARE act = Nrf2 pathway activation; AREc32 ARE-luciferase reporter (MCF7-derived line), luminescence, 24 h; Potency, µM (top dose mostly 46.1 µM), without a hit: top-dose activation, most hits filed as activators; 410,000 tested, 0.31% active; also: % of control where 0% means no effect; nearly all actives have a fitted effect of over 65% in size
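Luminescent ARE reporter assay in AREc32_Fluc cells: overnight plating at 37 deg C, 24 hr compound incubation, Steady-Glo added, 30 min RT before reading.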
ATXN2 expr inh = ATXN2 expression inhibition. HEK-293 ATXN2-luciferase reporter, luminescence, 24 h. 360,000 tested, 0.72% active. Potency, µM (top dose mostly 57 µM), for the others: at the highest dose activity change, negative = inhibition, actives largely listed as inhibitors; also: % is scaled to controls: 0 for no effect and ±100 for the full control effect; nearly all actives have a fitted effect of over 55% in size
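ATXN2-luciferase reporter cells (luciferase flanked by upstream and downstream ATXN2 gene portions) were treated 24 h at 37 °C with compounds at up to 57 uM. SteadyGlo luminescence gave expression; GF-AFC fluorescence gave viability.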
MCF10A rereplic = DNA re-replication induction in MCF 10a cells. MCF 10A DNA re-replication, Hoechst nuclear intensity, 48 h. 350,000 tested, 2.9% active. Potency, µM (top dose mostly 46.1 µM), without a hit: at the top dose activity, positive = re-replication, usual class: activators; also: % of control where 0% means no effect; nearly all actives have a fitted effect of over 50% in size
HepG2 tox = HepG2 cytotoxicity, counter-screen for TGF-b inhibitors | HepG2 CAGA-GFP viability, ATP luminescence, 18 h | Potency, µM (top dose mostly 46.1 µM), without a hit: top-dose activity change, negative = cytotoxicity, usual class: cytotoxic | 410,000 tested, 0.76% active | AID 588856; also: some results filed as inactive show a strong effect at the top dose
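CellTiter-Glo luminescence gave cytotoxicity after 18 hours at 37 degrees C. The cells were HepG2 CAGA-GFP in 1% FBS DMEM, stimulated with 500 pg/mL TGF-beta after compound addition. %Activity was normalised to no-cell wells (complete cell-killing) and DMSO (no toxicity), and curves were fitted and classified.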
S2 tox = reduces viability in counter-screen for ATXN expression inhibitors; S2 cells (HEK-293 line with an ATXN2-luciferase reporter) viability, CellTiter-Fluor protease fluorescence, 24 h; AID 651635; 400,000 tested, 0.49% active; Potency, µM (top dose mostly 56.7 µM), most hits filed as cytotoxic; also: nearly all actives have a fitted effect of over 40% in size
TGFb SMAD3 inh = blocks TGF-b signaling. HepG2 CAGA-GFP TGF-b/SMAD3 reporter, GFP fluorescence, 18 h; TGF-beta stimulated, 500 pg/mL final. Potency, µM (top dose mostly 46.1 µM), inactives show at the top dose activity, negative = inhibition, most hits filed as inhibitors. 410,000 tested, 1.2% active; also: % is scaled to controls: 0 for no effect and ±100 for the full control effect; nearly all actives have a fitted effect of over 65% in size
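Cell-based qHTS in HEPG2 carrying a CAGA-GFP Smad reporter; compounds added before 500 pg/mL final TGF-beta, 18 h incubation at 37 degrees C, GFP fluorescence quantified per cell by imaging cytometry.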
A549 tox = counter-screen for Nrf2 inhibitors: cytotoxicity in A549 cells. Potency, µM (titrated, usually from 46 µM), for inactives: at the top dose activity change, negative = cytotoxicity, usual class: inhibitors. A549 ARE-Fluc cells, CellTiter-Fluor viability, 18-24 h. 390,000 tested, 0.16% active; also: % is scaled to controls: 0 for no effect and ±100 for the full control effect
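A549 ARE_Fluc cells in 5% FBS OPTI-MEM were exposed to compounds in concentration-response for 18-24 h at 37 deg C. Viability was read by CellTiter-Fluor fluorescence (Ex 405/Em 525) after 30 min, before the luciferase read.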
EPAC2 antagonist = blocks human EPAC2 exchange factor; Q8WZA2; EPAC2 GEF exchange of Rap1B-BODIPY-GDP, fluorescence; Potency, µM (doses to about 114 µM), inactives show top-dose activity, negative = inhibition, actives largely listed as inhibitors; 360,000 tested, 0.18% active; AID 720708; also: % is scaled to controls: 0 for no effect and ±100 for the full control effect; nearly all actives have a fitted effect of over 45% in size; many of its hits are not listed in these tables
Target sequence (Q8WZA2 whole entry, looked up): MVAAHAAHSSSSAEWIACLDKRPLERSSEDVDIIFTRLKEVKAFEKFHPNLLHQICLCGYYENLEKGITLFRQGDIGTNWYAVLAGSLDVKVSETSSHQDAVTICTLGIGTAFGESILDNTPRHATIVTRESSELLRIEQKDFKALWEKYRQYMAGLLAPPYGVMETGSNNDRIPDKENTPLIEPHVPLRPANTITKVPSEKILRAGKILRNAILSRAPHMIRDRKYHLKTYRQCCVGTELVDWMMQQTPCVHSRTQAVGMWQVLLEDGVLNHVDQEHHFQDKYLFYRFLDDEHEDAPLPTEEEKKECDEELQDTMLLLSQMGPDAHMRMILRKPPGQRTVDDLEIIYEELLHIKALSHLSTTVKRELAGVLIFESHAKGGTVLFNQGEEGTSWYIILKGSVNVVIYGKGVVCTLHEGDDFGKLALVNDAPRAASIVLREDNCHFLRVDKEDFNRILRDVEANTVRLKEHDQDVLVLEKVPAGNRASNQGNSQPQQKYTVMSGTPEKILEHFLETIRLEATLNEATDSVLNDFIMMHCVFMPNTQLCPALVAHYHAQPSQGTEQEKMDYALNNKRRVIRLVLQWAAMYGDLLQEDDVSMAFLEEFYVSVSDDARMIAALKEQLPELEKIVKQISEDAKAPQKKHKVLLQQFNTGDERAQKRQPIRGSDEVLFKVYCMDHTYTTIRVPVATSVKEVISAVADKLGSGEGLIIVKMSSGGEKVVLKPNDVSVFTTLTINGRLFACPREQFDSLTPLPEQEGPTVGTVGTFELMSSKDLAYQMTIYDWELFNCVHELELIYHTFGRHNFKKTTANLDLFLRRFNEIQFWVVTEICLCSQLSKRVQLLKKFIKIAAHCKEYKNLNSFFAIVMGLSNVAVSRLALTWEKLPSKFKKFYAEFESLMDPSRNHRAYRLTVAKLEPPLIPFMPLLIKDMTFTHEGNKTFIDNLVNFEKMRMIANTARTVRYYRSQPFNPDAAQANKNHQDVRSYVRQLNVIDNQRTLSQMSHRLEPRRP
* marks the source's active call; other numbers are inactive results; i = inactive; ? = inconclusive; nt = not tested or not shown; [ ] = remark or other dose. Calls follow the shape of the dose curve; as a rule, active = well fitted curve in the direction sought with a large enough effect; inconclusive = small, poorly fitted or top-dose-only effect, or another doubt; inactive = no such curve, though single readings can be large; an effect the other way counts as inactive or inconclusive. Potency is read from the fitted curve at half-maximal effect. Some of the compounds tested; rates above refer to the full screens.

SMILES	Nrf2 block	Nrf2 ARE act	ATXN2 expr inh	MCF10A rereplic	HepG2 tox	S2 tox	TGFb SMAD3 inh	A549 tox	EPAC2 antagonist
O=C(CCS(=O)(=O)c1ccccc1)Nc1ccc(-c2nc3ccccc3s2)c(O)c1	4%	3.0%[9.22 µM]	17%	-4%	0%	i	5%	3%	9%
O=C1CSC(=Nc2cccc(Cl)c2Cl)N1	1%	2.8%	1%	5%	-14%	?	3%	1%	4%
Cc1ccnc(NC(=O)CCN2C(=O)c3ccccc3S2(=O)=O)n1	7%	2.2%	5%	-3%	8%	i	3%	-1%	7%
Cc1ccccc1-n1c(=O)c2ccccc2n2c(=O)[nH]nc12	-9%	3.4%	-9%	-1%	-27%	i	18%	2%	-7%
Cc1ccc2c(CNCc3cccs3)c(C(=O)O)n(Cc3ccc(F)cc3)c2c1	-22%	4.2%	-20%	nt	-50%	?	?	12µM*	nt
CCCCC(CC)CNC(=O)CCCc1nnc2n(CCC)c(=O)c3sccc3n12 (stereo not drawn)	-5%[9.27 µM]	0.9%	-37%	nt	-22%	18µM*	?	-22%	nt
CC1CC2(C)Oc3ccccc3C3OCC1(CO)C(C)C32 (stereo not drawn)	9%	-0.9%	4%	25%	-3%	i	9%	6%	8%
CC(=O)Nc1ccc(NS(=O)(=O)Cc2ccccc2)cc1	5%	0.4%	1%	14%	-8%	i	-7%	19%	-5%
COc1ccc(C2(NC(C)=O)CCN(C(=O)c3ccco3)CC2)cc1	4%	-0.7%	8%	1%	-26%	?	-4%	-5%	1%
Cc1ccc(NC(=O)CCn2c(=O)c3cccn3c3ccccc32)c(C)c1	-23%	1.6%	-19%	3%	3%	i	-1%	0%	30%
COc1cccc(N2CC(NC(=O)C(c3ccccc3)c3ccccc3)CC2=O)c1 (stereo not drawn)	nt	-1.1%	nt	nt	-23%	nt	?	-1%	nt
Cc1cccc(-c2nnn3c2nc(NCc2ccccc2)c2ccccc23)c1	17%	0.9%	57%[activator]	nt	-2%	i	0%	14%	nt
COc1ccc(C)cc1NC(=O)COCC(=O)O	7%	-0.1%	5%	-6%	6%	i	0%	1%	-3%
COc1ccc(NC(=O)CC2C(=O)N(c3ccc(C)cc3)C(=O)N2Cc2cccnc2)cc1 (stereo not drawn)	-6%	0.4%	nt	nt	0%	nt	1%	-2%	nt
COc1ccc(C)cc1NC(=O)c1nn(C)c(C(=O)Nc2cc(C)ccc2OC)c1[N+](=O)[O-]	-9%	0.3%	-21%	1%	-3%	i	23%	1%	4%
O=C(c1ccccc1Cl)N(Cc1ccc(Cl)c(Cl)c1)N1C(=O)CCCC1=O	-9%	-1.3%	nt	-3%	-4%	i	-11%	1%	-13%
CC(C)(C)C(=O)Nc1cc(S(=O)(=O)Nc2ccc(Cl)cc2)ccc1O	8%	-0.3%	-16%	-8%	-38%	i	-18%	1%	-14%
Cc1nn(C)c(C)c1S(=O)(=O)N1CCCC(C(=O)NCCc2ccc(Cl)cc2)C1 (stereo not drawn)	2%	0.2%	-5%	14%	3%	i	-2%	3%	1%
Cc1nc2sc(C(c3cccs3)N3CCOCC3)c(O)n2n1 (stereo not drawn)	?	0.6%	21%	-12%	1%	i	-15%	0%	-5%
CCCCN(C(=O)c1c(C)noc1C)c1c(N)n(CCC)c(=O)[nH]c1=O	3%	-1.2%	nt	-4%	-6%	i	14%	0%	3%

Sorted by the number under EPAC2 antagonist (largest number first): 3 from the list above
| SMILES | Nrf2 ARE act | TGFb SMAD3 inh | EPAC2 antagonist |
| --- | --- | --- | --- |
| Cc1ccnc(NC(=O)CCN2C(=O)c3ccccc3S2(=O)=O)n1 | 2.2% | 3% | 7% |
| CC(=O)Nc1ccc(NS(=O)(=O)Cc2ccccc2)cc1 | 0.4% | -7% | -5% |
| O=C(c1ccccc1Cl)N(Cc1ccc(Cl)c(Cl)c1)N1C(=O)CCCC1=O | -1.3% | -11% | -13% |

(list continues)
SMILES	Nrf2 block	Nrf2 ARE act	ATXN2 expr inh	MCF10A rereplic	HepG2 tox	S2 tox	TGFb SMAD3 inh	A549 tox	EPAC2 antagonist
CCCCS(=O)CC(COC)OC(=O)c1ccccc1 (stereo not drawn)	2%	3.2%	nt	-4%	-3%	i	4%	-2%	11%[57.1 µM]
CCC(=O)N1CCCc2cc(S(=O)(=O)N3CCC(C(=O)Nc4ccc(C#N)cc4)CC3)ccc21	nt	0.1%	-13%	nt	-1%	i	5%	5%	nt
O=C(N/N=C/c1cc(Br)cc([N+](=O)[O-])c1O)c1ccc(NC(=O)c2ccc(F)cc2)cc1	?	0.2%	?	6%	0%	i	10%	-29%	-11%
CSc1ccccc1NS(=O)(=O)c1ccccc1	2%	0.2%	1%	-1%	8%	i	0%	-3%	-3%
CN(Cc1ccccc1)C(=O)CN(C1CCCCC1)S(C)(=O)=O	9%	0.0%	4%	2%	-1%	i	-2%	0%	2%
Cc1cc(Cl)ccc1OCC(=O)Nc1nc(-c2cccs2)cs1	-8%	3.3%	6%	?	-4%	i	?	5%	6%
CN(C)c1ccc(CNC(=O)C2CCN(S(=O)(=O)c3cn(C)cn3)CC2)cc1	nt	-0.5%	nt	nt	-12%	nt	-1%	8%	nt
COc1ccc(-c2cc(C(=O)NCCN3CCOCC3)c3ccccc3n2)cc1	21%	-0.1%	29%	-2%	-28%	i	3%	-3%	-2%
CCc1ccc(C2=CSC3=NCCN23)cc1	-4%	0.1%	nt	4%	-27%	i	-14%	6%	5%
CNCC(O)COc1cccc(OC)c1 (stereo not drawn)	2%	0.4%	-3%	-5%	11%	i	1%	-1%	5%
C/C(=N\Nc1nc(C)cc(-c2ccccc2)n1)c1cccc(N)c1	21µM*	2.3%	nt	6%	-60%	?	?	-4%	-6%
Cc1ccnc2nc(C(=O)Nc3nnc(-c4ccccc4)o3)nn12	3%	0.1%	-15%	-5%	6%	nt	12%	0%	-2%
Cc1ccc(NC(=S)N2CCOCC2)c(C)c1	9%	0.1%	8%	8%	-31%	i	-10%	6%	-1%
O=C(CCC1CCCN(C(=O)c2ccsc2)C1)N1CCN(c2ccccn2)CC1 (stereo not drawn)	-19%	0.3%	3%	1%	2%	i	2%	1%	17%
CCOc1ccc(C=NNC(=O)c2ccc(-n3cnnn3)cc2)cc1	-21%	-0.6%	7%	-6%	0%	i	-3%	0%	4%
CCOC(=O)c1cc(C(=O)OCC)c(=O)[nH]c1N1CCCC1	2%	0.4%	nt	-5%	-1%	i	?	6%	-7%
O=C(O)COc1ccc(/C=N/NC(=O)c2cn(-c3ccccc3)nc2-c2ccccc2)cc1	2%	0.4%	0%	9%	-10%	i	-2%	-7%	-5%
COc1ccc(-c2ccc3c(N)c(C(=O)Nc4ccc(C(F)(F)F)cc4)sc3n2)cc1OC	?	0.6%	nt	nt	-9%	nt	-3%	3%	nt
O=C(NCC1CC1)Nc1ccccc1F	8%	2.5%	14%	2%	3%	i	14%	-5%	2%
Clc1cccc(CSc2ncn(-c3ccccc3)n2)c1	28%	4.3%	31%	11%	2%	i	6%	17%	-14%
CN(C)c1ccc(/C=N/N(Cc2ccccc2)c2ccccc2)cc1	3%	0.1%	6%	14%	-4%	i	-2%	2%	-6%
CC1(C)CCC(=NNC(N)=S)CC1	5%	6.7%	-34%	6%	-40%	?	?	17%	-10%
COc1ccc(C(=O)N(C)Cc2ccccn2)cc1OC1CCN(C(C)C)CC1	-6%	-0.3%	0%	6%	7%	i	30%	-8%	-2%
Cc1cc(C)n(-c2nc3ccccc3nc2N2CCN(c3cccc(C)c3C)CC2)n1	9%	0.1%	12%	nt	2%	i	-10%	-4%	nt
CCOC(=O)/C(=C\c1ccc([N+](=O)[O-])o1)NC(=O)c1ccccc1	?	7.1%	-21%	?	11µM*	?	?	?	10%
Cc1nc(CNC(=O)CC2C(=O)NCCN2Cc2cccc(Oc3ccccc3)c2)cs1 (stereo not drawn)	-44%	2.6%	nt	-9%	6%	i	12%	24%	3%
CC1(C)CC(=O)C2=C(C1)OC(N)=C(C#N)C2c1cccc(OC(=O)c2ccco2)c1 (stereo not drawn)	1%	0.1%	-3%	1%	6%	i	-8%	-3%	-4%
CCCC(=O)OCC(=O)NC1CCCc2ccccc21 (stereo not drawn)	-2%	-0.3%	-18%	4%	-5%	i	-4%	5%	-7%
CCO[C@@H]1OC(C(=O)NC2CC2)=C[C@H](c2c[nH]c3ccccc23)[C@H]1CCCO	1%	-0.6%	13%	-8%	-2%	i	-4%	-2%	-8%
Nc1ccc(CCNc2ncnc3c2ncn3[C@@H]2O[C@H](CO)[C@@H](O)[C@H]2O)cc1	-19%	0.6%	0%	-5%	1%	i	12%	17%	-17%
CCc1ccccc1NC(=S)NCCSc1ccc(Cl)cc1	23µM*	-0.4%	-18%	434%	4%	i	?	?	?
O=C(/C=C/c1ccc2ccccc2n1)c1cc(Br)ccc1O	?	24%	15%	14%	-5%	i	12%	-1%	2%
CC(C)Cc1nnc(NC(=O)CCC(=O)Nc2ccccc2F)s1	11%	0.0%	-14%	-5%	-13%	?	-17%	0%	6%
NC(=O)CC(NC(=O)Cc1cccc2ccccc12)c1ccc(N2CCN(c3ccccc3)CC2)c([N+](=O)[O-])c1 (stereo not drawn)	-12%	5.1%	2%	-11%	-21%	i	2%	-12%	-1%
C=C(C)COc1ccc(-c2[nH]ncc2-c2ccccc2)c(O)c1	?	3.0%	-21%	?	-98%	i	11µM*	-21%	-15%[57.1 µM]
O=C(c1ccccc1Br)N1CCN(c2ccc([N+](=O)[O-])c(N3CCOCC3)c2)CC1	-12%	-0.4%	-5%	8%	16%	?	3%	-18%	-15%
CCCOc1ccc(C(O)C(CN2CCOCC2)c2ccccc2)cc1 (stereo not drawn)	0%	0.8%	-1%	-3%	2%	i	8%	3%	-2%
